Source: PubChem (several laboratories)
Rad51 HR inh = blocks human Rad51 in homologous recombination; Q06609; hRad51 DNA strand exchange, fluorescence dequenching; inhibition, % at 10 µM; 200,000 tested, 0.085% active; AID 1385;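 active = inhibition above 40% at the single screening dose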;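 also: 0% = DMSO control wells and 100% = blanks with heterologous ssDNA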
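System: hRad51 filaments on single-stranded DNA; reagent: Fluorescein- and BHQ1-tagged 47-mer duplex; compound dosing: one concentration, 10 µM final; timing: filaments 15 min 37 °C, then compound 30 min; measured by: fluorescein emission 520 nm, excitation 485 nm; benchmarks: per-plate controls and blanks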
m-calpain inh = inhibitors of pig calpain II; purified calpain II, fluorogenic peptide substrate, 30 min; inhibition, % at 16 µM; AID 1236; 220,000 tested, 0.37% active;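 active = inhibition above about 50%, limit read from the data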
FXIIa inh = inhibitors of human coagulation factor XIIa | purified FXIIa, Boc-QGR-AMC fluorogenic substrate, 2 h | P00748 | inhibition, % at 5 µM | 220,000 tested, 0.3% active; in the data active = inhibition above about 40%;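 also: 0% = enzyme with no compound and 100% = blank without enzyme; many of its hits are not listed in these tables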
Target sequence (P00748 20-372 limits assumed): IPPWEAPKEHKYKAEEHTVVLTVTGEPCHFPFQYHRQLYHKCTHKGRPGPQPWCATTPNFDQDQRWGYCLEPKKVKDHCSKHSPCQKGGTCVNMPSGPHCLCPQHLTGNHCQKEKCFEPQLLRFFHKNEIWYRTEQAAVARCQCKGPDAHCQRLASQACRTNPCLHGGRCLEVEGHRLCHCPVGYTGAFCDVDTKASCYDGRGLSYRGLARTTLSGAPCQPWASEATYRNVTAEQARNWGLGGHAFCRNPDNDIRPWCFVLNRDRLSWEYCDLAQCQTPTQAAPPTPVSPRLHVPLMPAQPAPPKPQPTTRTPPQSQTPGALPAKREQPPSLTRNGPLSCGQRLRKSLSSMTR
Target sequence (P00748 373-615 limits assumed): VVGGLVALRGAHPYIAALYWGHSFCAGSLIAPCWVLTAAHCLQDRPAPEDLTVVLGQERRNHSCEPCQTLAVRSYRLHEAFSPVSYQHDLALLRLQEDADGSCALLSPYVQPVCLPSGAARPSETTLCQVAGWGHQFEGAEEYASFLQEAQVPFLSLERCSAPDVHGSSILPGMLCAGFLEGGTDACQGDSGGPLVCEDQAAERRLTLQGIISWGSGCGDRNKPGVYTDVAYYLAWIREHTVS
Furin inh = blocks human furin protease activity | 220,000 tested, 0.061% active | inhibition, % at 30 µM | P09958 | purified furin, fluorogenic substrate cleavage | AID 463115; in the data active = inhibition above about 25%; also: inactives centre near -15
KCC2 mod = modulators of human KCC2 chloride dependent transport. B-score of Tl+ flux slope (higher = more flux/activation; lower = inhibition) at 10 µM. 190,000 tested, 2.2% active. Q9H2X9. KCC2 cells, thallium flux FluoZin-2 fluorescence;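 active = thallium flux slope and its plate-corrected score both differing from the plate sample mean at a set confidence after two filtering rounds, in either direction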;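 also: slope of fluorescence scaled to starting intensity during 10 to 20 s after thallium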
thrombin 1536 = thrombin (human) inhibition; 220,000 tested, 0.26% active; inhibition, % at 5 µM; P00734; alpha-thrombin, Boc-VPR-AMC fluorogenic substrate cleavage;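 active = inhibition at or above 40%; inactive = inhibition below 40%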;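 also: 0% = enzyme with no compound and 100% = wells without enzyme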
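System – human alpha-thrombin protein · Reagent – Boc-VPR-AMC substrate, 15 µM final · Compound – 5 µM single dose in 0.2% DMSO · Schedule – reaction at room temperature · Technique – AMC fluorescence at 355 nm excitation and 460 nm emission · Read-out basis – % inhibition relative to enzyme controls and enzyme-free blanks · Control set – no-compound enzyme wells and no-enzyme blanks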
KLK5 inh = blocks human kallikrein 5 protease activity. Q9Y337. 210,000 tested, 0.59% active. recombinant hK5, fluorogenic AMC substrate cleavage. inhibition, % at 5 µM. AID 873;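 active = inhibition of 40% or more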;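 also: 0% = enzyme controls without compound and 100% = no-enzyme blanks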
Target sequence (Q9Y337 67-293 limits assumed): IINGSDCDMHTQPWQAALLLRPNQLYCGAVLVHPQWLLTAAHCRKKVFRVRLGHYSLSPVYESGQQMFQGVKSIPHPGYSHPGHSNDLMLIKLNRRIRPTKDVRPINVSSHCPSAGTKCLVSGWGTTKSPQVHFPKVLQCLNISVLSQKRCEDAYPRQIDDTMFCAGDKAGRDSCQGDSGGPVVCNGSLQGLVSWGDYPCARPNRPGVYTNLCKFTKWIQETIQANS
FXIa inh 1536 = inhibitors of human coagulation factor XIa | P03951 | purified FXIa, Boc-Glu-Ala-Arg-AMC fluorogenic substrate | inhibition, % at 5 µM | 220,000 tested, 0.14% active | AID 798;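 active = inhibition of at least 40%; inactive = inhibition below 40%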;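 also: fluorescence of freed AMC excited at 355 nm; 0% = enzyme without compound and 100% = no enzyme blank; many of its hits are not listed in these tables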
PERK inh = inhibitors of human PERK kinase | Q9NZJ5 | AID 1416 | CHO PERK-DD fusion, SEAP luminescence translation reporter | inhibition, % at 5.6 µM | 220,000 tested, 0.17% active;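 active = inhibition above the mean inhibition of all tested compounds plus 3 SD, set separately per screening campaign, cut at about 2.9% in these data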;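 also: PERK kinase domain activated by AP20187 dimerizer at 100 nM; 0% = DMSO with dimerizer and 100% = rapamycin at 8.4 µM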
Active calls of the source: *; [ ] = remark or other dose. A portion of the library; the hit share may differ from the screen's.

How did O=C(COC(=O)c1cccnc1)c1ccc(Cl)cc1 do in these assays?
m-calpain inh: 3; FXIIa inh: 23; Furin inh: -18; thrombin 1536: 10; KLK5 inh: 3; FXIa inh 1536: 3; PERK inh: 0.7

Results for CCC(=O)Nc1ccc(/C(C)=N\NC(=O)c2ccc(C)s2)cc1 ?
Rad51 HR inh: -8; m-calpain inh: -69; FXIIa inh: 2; Furin inh: -21[20 µM]; KCC2 mod: -0.65; thrombin 1536: -3; KLK5 inh: -6; FXIa inh 1536: -7; PERK inh: 1.0

Results for CCC1CCCCN1Cc1ccc(OC)c(OC)c1 (centres undefined) ?
m-calpain inh: 8; FXIIa inh: -12; Furin inh: -14; thrombin 1536: -2; KLK5 inh: 5; FXIa inh 1536: -2; PERK inh: -0.4

How did CCOC(=O)N1CCN(C(=O)C2CCN(Cc3nc(-c4ccccc4C)oc3C)CC2)CC1 do in these assays?
m-calpain inh: 15; FXIIa inh: 10; Furin inh: -9; thrombin 1536: -4; KLK5 inh: -4; FXIa inh 1536: 5; PERK inh: -0.1

Results for O=C(O)Cc1ccc2c(c1)N(S(=O)(=O)c1cccc(C(F)(F)F)c1)CC(C(=O)O)O2 (centres undefined) ?
Rad51 HR inh: -1; m-calpain inh: -14; FXIIa inh: 9; Furin inh: -15; KCC2 mod: 0.91; thrombin 1536: 4; KLK5 inh: 10; FXIa inh 1536: 5; PERK inh: 1.3

Results for COc1ccc(C2CC(c3cccs3)=NN2C(=O)CSC2=NN3CCCC(=O)N=C3S2)cc1 (centres undefined) ?
Rad51 HR inh: 5; m-calpain inh: -54; FXIIa inh: 9; Furin inh: -14; KCC2 mod: -1.3; thrombin 1536: -6; KLK5 inh: -2; FXIa inh 1536: -1; PERK inh: -0.1

What do the screens show for `CCOC(=O)c1[nH]c(C)c(C(=O)NCc2ccc(Cl)cc2)c1C`?
Rad51 HR inh: 11; m-calpain inh: 7; FXIIa inh: 10; Furin inh: -25; KCC2 mod: -0.05; thrombin 1536: -2; KLK5 inh: 2; FXIa inh 1536: 5; PERK inh: -0.4

How did COc1ccc(-c2cc(C(=O)Nc3sc4c(c3C#N)CCCC4)c3ccccc3n2)cc1OC do in these assays?
Rad51 HR inh: 3; m-calpain inh: -73; FXIIa inh: -8; Furin inh: -15[20 µM]; thrombin 1536: -5; KLK5 inh: 8; FXIa inh 1536: -11; PERK inh: 1.6

What do the screens show for `Cc1ccccc1Cn1c(CN2CCc3ccccc3C2)nc2c1c(=O)n(C)c(=O)n2C`?
Rad51 HR inh: -8; m-calpain inh: -15; FXIIa inh: 16; Furin inh: -8[20 µM]; KCC2 mod: -0.73; thrombin 1536: 4; KLK5 inh: -25; FXIa inh 1536: 7; PERK inh: -0.7

What do the screens show for `N#C/C(C(=S)Nc1ccccc1)=C1/NN=C(N2CCOCC2)N1c1ccccc1`?
Rad51 HR inh: 0; m-calpain inh: -9; Furin inh: -15; KCC2 mod: 0.68; thrombin 1536: -8; KLK5 inh: -7; FXIa inh 1536: -8; PERK inh: -0.5

Results for O=C(COc1ccc([N+](=O)[O-])cc1)Nc1ccc(CN2CCOCC2)cc1 ?
Rad51 HR inh: 19; m-calpain inh: 47; FXIIa inh: 10; Furin inh: -11; KCC2 mod: 0.14; thrombin 1536: 0; KLK5 inh: -2; FXIa inh 1536: 7; PERK inh: -0.1

What do the screens show for `CCCCNC(=O)N(C)c1nncnc1C(=O)NC`?
Rad51 HR inh: -2; m-calpain inh: -3; FXIIa inh: -3; Furin inh: -29; KCC2 mod: 0.07; thrombin 1536: -10; KLK5 inh: -2; FXIa inh 1536: -5; PERK inh: 1.4

Results for O=C(Nc1nc2c(s1)CCCC2)c1ccc2ncsc2c1 ?
m-calpain inh: 12; FXIIa inh: 8; Furin inh: -10; KCC2 mod: -0.021; thrombin 1536: 15; KLK5 inh: 19; FXIa inh 1536: 5; PERK inh: -0.4

What do the screens show for `Cc1ccc(Cn2nnc3c(=O)[nH]c(C4CCN(C(=O)c5cccs5)CC4)nc32)cc1`?
Rad51 HR inh: -3; m-calpain inh: 18; FXIIa inh: 10; Furin inh: -28[20 µM]; KCC2 mod: 0.013; thrombin 1536: -1; KLK5 inh: 3; FXIa inh 1536: 0; PERK inh: 0.2

What do the screens show for `CSc1nc2cc(S(=O)(=O)N3CCOCC3)ccc2s1`?
Rad51 HR inh: -4; m-calpain inh: -4; FXIIa inh: 1; Furin inh: -12[20 µM]; KCC2 mod: -0.36; thrombin 1536: -12; KLK5 inh: -14; FXIa inh 1536: -7; PERK inh: -0.3

What do the screens show for `O=C(Nc1cc(C(F)(F)F)ccc1F)C1CCCC1`?
m-calpain inh: -1; FXIIa inh: 26; Furin inh: -9[20 µM]; thrombin 1536: 5; KLK5 inh: -9; FXIa inh 1536: 24; PERK inh: 1.1

How did Cc1c(Cl)c([N+](=O)[O-])nn1CC(=O)NCc1ccco1 do in these assays?
Rad51 HR inh: -1; m-calpain inh: -4; FXIIa inh: 2; Furin inh: -13[20 µM]; KCC2 mod: -0.022; thrombin 1536: -4; KLK5 inh: 3; FXIa inh 1536: 13; PERK inh: 0.3

Results for CC(N=C1NS(=O)(=O)c2ccccc21)C(=O)N1CCc2ccccc2C1 (centres undefined) ?
Rad51 HR inh: 0; m-calpain inh: -16; FXIIa inh: 6; Furin inh: -19; KCC2 mod: -2.1; thrombin 1536: -6; KLK5 inh: -2; FXIa inh 1536: -3; PERK inh: 1.6

Results for S=C(NCc1ccc(Cl)cc1)NC12CC3CC(CC(C3)C1)C2 ?
Rad51 HR inh: 4; m-calpain inh: 20; FXIIa inh: 18; Furin inh: -8[20 µM]; thrombin 1536: 3; KLK5 inh: -4; FXIa inh 1536: 4; PERK inh: -0.9

Results for COc1ccccc1NCCC(=O)OCC(=O)NC1CCCCC1 ?
Rad51 HR inh: -3; m-calpain inh: 20; FXIIa inh: 13; Furin inh: -12; KCC2 mod: 0.4; thrombin 1536: 18; KLK5 inh: 29; FXIa inh 1536: 10; PERK inh: 0.7

Results for COc1ccccc1NC(=S)NC(=O)C1CC1 ?
Rad51 HR inh: 6; m-calpain inh: 3; FXIIa inh: -2; Furin inh: -9; KCC2 mod: 1.7; thrombin 1536: -8; KLK5 inh: -14; FXIa inh 1536: -3; PERK inh: -0.4

What do the screens show for `COC(=O)CN(C#N)c1nc(NC(C)C)nc(OC)n1`?
Rad51 HR inh: 11; m-calpain inh: -2; FXIIa inh: 6; Furin inh: -23[20 µM]; KCC2 mod: 0.89; thrombin 1536: -1; KLK5 inh: -6; FXIa inh 1536: 0; PERK inh: 0.8

What do the screens show for `COC(=O)C(C)N(c1ccc(C)cc1)S(=O)(=O)c1c(C)[nH]c(=O)[nH]c1=O` (centres undefined)?
Rad51 HR inh: 7; m-calpain inh: -19; FXIIa inh: 10; Furin inh: -14[20 µM]; KCC2 mod: -0.21; thrombin 1536: -3; KLK5 inh: -16; FXIa inh 1536: 3; PERK inh: 0.0

What do the screens show for `CC(C)CCN(C(=S)NC(=O)C1CCCCC1)c1c(N)n(Cc2ccccc2)c(=O)[nH]c1=O`?
Rad51 HR inh: -3; m-calpain inh: 64*; FXIIa inh: 17; Furin inh: -22; KCC2 mod: -1.9; thrombin 1536: 13; KLK5 inh: 10; FXIa inh 1536: 8; PERK inh: 0.1

Results for CN(CCNC(=O)c1cn(C)c2ccc(S(=O)(=O)N(C)C)cc2c1=O)CCc1ccccc1 ?
Rad51 HR inh: 3; m-calpain inh: -10; FXIIa inh: 13; Furin inh: 6; thrombin 1536: -6; KLK5 inh: -1; FXIa inh 1536: -6; PERK inh: -0.7

Results for CCCCCCCNc1nc(Cl)nc(NCCO)n1 ?
Rad51 HR inh: -68; m-calpain inh: 6; FXIIa inh: -2; Furin inh: -10; KCC2 mod: -0.083; thrombin 1536: 4; KLK5 inh: -7; FXIa inh 1536: -4; PERK inh: 0.2

What do the screens show for `Cc1ccc(S(=O)(=O)NCc2ccc(C(=O)NCCCN3CCN(C)CC3)cc2)cc1`?
Rad51 HR inh: 1; m-calpain inh: 19; FXIIa inh: -16; Furin inh: -23; thrombin 1536: -2; KLK5 inh: 9; FXIa inh 1536: -5; PERK inh: 0.0

What do the screens show for `CC(=O)N1CCN(C(=S)c2ccc([N+](=O)[O-])cc2)CC1`?
Rad51 HR inh: 7; m-calpain inh: 3; FXIIa inh: -2; Furin inh: -15[20 µM]; thrombin 1536: -3; KLK5 inh: -24; FXIa inh 1536: -9; PERK inh: -0.3

How did Cc1ccc(OCC(=O)Nc2ccccc2N2CCCC2)c(C)c1 do in these assays?
Rad51 HR inh: 8; m-calpain inh: 19; FXIIa inh: 11; Furin inh: -4; KCC2 mod: -0.44; thrombin 1536: -1; KLK5 inh: 3; FXIa inh 1536: 3; PERK inh: 0.3

Results for Cc1n[nH]c(=S)c2nn(-c3cccc(Cl)c3)c(C)c12 ?
m-calpain inh: 30; FXIIa inh: -3; Furin inh: -11[20 µM]; thrombin 1536: 1; KLK5 inh: -24; FXIa inh 1536: -4; PERK inh: 0.7

Results for COC(=O)[C@H](Cc1ccccc1)NC(=O)NCc1ccc(C)cc1 ?
m-calpain inh: 20; FXIIa inh: 2; Furin inh: -12; KCC2 mod: -2.2; thrombin 1536: -11; KLK5 inh: -1; FXIa inh 1536: 2; PERK inh: 1.2

How did COCCCN(C(=O)Nc1cccc(Cl)c1)C(C)c1ccccn1 (centres undefined) do in these assays?
Rad51 HR inh: -2; m-calpain inh: 3; FXIIa inh: 18; Furin inh: -5[20 µM]; KCC2 mod: -0.28; thrombin 1536: -3; KLK5 inh: -2; FXIa inh 1536: 20; PERK inh: 0.3

How did Cc1ccc(C)c(-n2nnnc2SCC(=O)NCCC2=CCCCC2)c1 do in these assays?
Rad51 HR inh: 3; m-calpain inh: 6; FXIIa inh: -17; Furin inh: -9[20 µM]; KCC2 mod: -1.3; thrombin 1536: -7; KLK5 inh: 0; FXIa inh 1536: -5; PERK inh: 0.0

How did CCn1nc(CCC(=O)O)c2ccccc2c1=O do in these assays?
Rad51 HR inh: 3; m-calpain inh: 2; FXIIa inh: 15; Furin inh: -12[20 µM]; KCC2 mod: -0.74; thrombin 1536: 5; KLK5 inh: -2; FXIa inh 1536: 10; PERK inh: 1.0

How did O=C(CSc1nnc(-c2ccccc2)c(-c2ccccc2)n1)N1CCc2ccccc21 do in these assays?
Rad51 HR inh: 2; m-calpain inh: -70; FXIIa inh: 11; Furin inh: -20[20 µM]; thrombin 1536: 0; KLK5 inh: -51; FXIa inh 1536: 1; PERK inh: 0.7

Results for O=C(Cc1ccc(Cl)cc1)NCCS(=O)c1ccc(Cl)cc1 (centres undefined) ?
Rad51 HR inh: 130*; m-calpain inh: -8; FXIIa inh: 5; Furin inh: -17; KCC2 mod: -0.36; thrombin 1536: -4; KLK5 inh: -7; FXIa inh 1536: 1; PERK inh: 0.2

Part of the list above in order of length of the SMILES, lowest first:
What do the screens show for `CCCCNC(=O)N(C)c1nncnc1C(=O)NC`?
Rad51 HR inh: -2; m-calpain inh: -3; FXIIa inh: -3; Furin inh: -29; KCC2 mod: 0.07; thrombin 1536: -10; KLK5 inh: -2; FXIa inh 1536: -5; PERK inh: 1.4

What do the screens show for `CSc1nc2cc(S(=O)(=O)N3CCOCC3)ccc2s1`?
Rad51 HR inh: -4; m-calpain inh: -4; FXIIa inh: 1; Furin inh: -12[20 µM]; KCC2 mod: -0.36; thrombin 1536: -12; KLK5 inh: -14; FXIa inh 1536: -7; PERK inh: -0.3

How did COCCCN(C(=O)Nc1cccc(Cl)c1)C(C)c1ccccn1 (centres undefined) do in these assays?
Rad51 HR inh: -2; m-calpain inh: 3; FXIIa inh: 18; Furin inh: -5[20 µM]; KCC2 mod: -0.28; thrombin 1536: -3; KLK5 inh: -2; FXIa inh 1536: 20; PERK inh: 0.3
